GPR151 ag – activators of human GPR151, primary screen, cell-based, PathHunter beta-arrestin, luminescence; activation, % at 11.2 µM; PathHunter beta-arrestin GPR151 cells; 650,000 tested, 1% active; G-protein coupled receptor 151 (Homo sapiens), Q8TDV0; in the data active = activation above about 4.9%;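 note: 0% = median of compound wells and 100% = cells with positive control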
Target sequence (Q8TDV0 whole entry, looked up): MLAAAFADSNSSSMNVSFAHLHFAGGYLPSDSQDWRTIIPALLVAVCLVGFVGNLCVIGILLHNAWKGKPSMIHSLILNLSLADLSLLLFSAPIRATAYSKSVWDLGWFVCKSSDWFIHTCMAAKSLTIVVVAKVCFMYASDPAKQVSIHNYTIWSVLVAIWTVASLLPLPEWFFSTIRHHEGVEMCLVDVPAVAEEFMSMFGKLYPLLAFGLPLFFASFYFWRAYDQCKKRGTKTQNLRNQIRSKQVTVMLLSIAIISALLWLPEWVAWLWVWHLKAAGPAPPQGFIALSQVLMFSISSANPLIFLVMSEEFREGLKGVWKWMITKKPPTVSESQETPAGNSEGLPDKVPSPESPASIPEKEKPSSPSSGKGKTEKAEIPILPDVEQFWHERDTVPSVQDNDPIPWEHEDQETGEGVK
FBW7 act – FBW7 E3 ligase activators, primary screen, biochemical, AlphaScreen, human; AlphaScreen FBW7–phospho-cyclin E peptide binding, activator screen; normalized activity (activation), % at 26.1 µM; 650,000 tested, 0.13% active; in the data active = normalized activity above about 1.9%;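 note: purified mutant Fbw7 with reduced substrate affinity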
MITF inh – MITF inhibitors, primary screen, biochemical, AlphaScreen, human; AID 1259374, 2018; 650,000 tested, 0.91% active; inhibition, % at 2.6 µM; AlphaScreen MITF homodimerization, bead proximity signal; Microphthalmia-associated transcription factor (Homo sapiens), O75030; in the data active = inhibition above about 50%;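 note: 0% = vehicle wells with protein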
Target sequence (O75030 whole entry, looked up): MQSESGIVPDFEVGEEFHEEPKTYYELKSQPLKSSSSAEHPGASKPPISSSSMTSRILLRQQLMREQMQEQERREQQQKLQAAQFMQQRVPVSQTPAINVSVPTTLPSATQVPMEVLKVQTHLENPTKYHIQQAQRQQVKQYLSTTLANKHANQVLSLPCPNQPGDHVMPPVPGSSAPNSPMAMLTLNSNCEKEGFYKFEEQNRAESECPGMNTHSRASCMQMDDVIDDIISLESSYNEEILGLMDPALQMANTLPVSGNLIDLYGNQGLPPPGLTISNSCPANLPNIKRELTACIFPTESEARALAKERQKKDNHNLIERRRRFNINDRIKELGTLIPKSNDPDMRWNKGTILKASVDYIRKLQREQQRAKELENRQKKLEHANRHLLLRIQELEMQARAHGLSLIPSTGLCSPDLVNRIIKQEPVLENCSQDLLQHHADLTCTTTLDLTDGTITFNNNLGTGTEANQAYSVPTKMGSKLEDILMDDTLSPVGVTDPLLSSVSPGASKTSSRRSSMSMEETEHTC
TEAD-YAP block – TEAD-YAP interaction inhibition, primary screen, TEAD-YAP interaction inhibitor project, luminescence, HEK-TIYL cells; TEAD-Gal4/YAP UAS-luciferase luminescence; inhibition, % at 9.12 µM; 640,000 tested, 1.4% active; AID 1259422, 2018; in the data active = inhibition above about 32%;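 note: 0% = median of test compound wells and 100% = reference inhibitor wells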
Numbers without * were called inactive.

SMILES | GPR151 ag | FBW7 act | MITF inh | TEAD-YAP block
CCOC(=O)c1cn2cc(C(F)(F)F)cc(Cl)c2n1 | 0.3 | 0.1 | 7 | -47
CCS(=O)(=O)c1ccc2oc(C)nc2c1 | -0.8 | -0.1 | -2 | 4
Cc1cc(/C=C2\C(=N)N3N=C(c4ccccc4Cl)SC3=NC2=O)c(C)n1-c1ccc(F)cc1 | -0.3 | 0.8 | 11 | 1
Cc1cc(C)c(S(=O)(=O)NCc2ccccc2)c(C)c1 | 2.0 | 0.1 | 1 | -3
O=C(c1ccc(N2CCN(c3ccccn3)CC2)c([N+](=O)[O-])c1)N1CCC(Cc2ccccc2)CC1 | 1.0 | 0.0 | -5 | -18
Cc1ccc(N=Cc2nc(-c3ccccc3F)oc2O)cc1Cl | -1.9 | 0.6 | 17 | -6
OC1(c2ccccc2)CN(c2ccc(Cl)cc2)C2=[N+]1CCCC2 (centres undefined) | 0.2 | -0.2 | -5 | 1
CSC1=C(C#N)C(c2ccc(Cl)cc2)C(C(=O)OC(C)(C)C)=C(C)N1 (centres undefined) | 2.4 | 0.0 | -2 | -4

5 structures already listed, ordered by molecular weight, descending:
SMILES | GPR151 ag | FBW7 act | MITF inh | TEAD-YAP block
Cc1cc(/C=C2\C(=N)N3N=C(c4ccccc4Cl)SC3=NC2=O)c(C)n1-c1ccc(F)cc1 | -0.3 | 0.8 | 11 | 1
CSC1=C(C#N)C(c2ccc(Cl)cc2)C(C(=O)OC(C)(C)C)=C(C)N1 (centres undefined) | 2.4 | 0.0 | -2 | -4
Cc1ccc(N=Cc2nc(-c3ccccc3F)oc2O)cc1Cl | -1.9 | 0.6 | 17 | -6
OC1(c2ccccc2)CN(c2ccc(Cl)cc2)C2=[N+]1CCCC2 (centres undefined) | 0.2 | -0.2 | -5 | 1
Cc1cc(C)c(S(=O)(=O)NCc2ccccc2)c(C)c1 | 2.0 | 0.1 | 1 | -3

Following part:
SMILES | GPR151 ag | FBW7 act | MITF inh | TEAD-YAP block
Cc1cnc(NC(=O)CN2C[C@@H](C)N(Cc3ccco3)C[C@H]2C)s1 | -0.6 | -0.1 | 8 | -5
CC1CCN(S(=O)(=O)c2cccc(C(=O)Oc3cccc(NC(=O)c4ccccc4)c3)c2)CC1 | -0.2 | 0.6 | 15 | 37*
COc1cc(/C=N/N=C(N)N)ccc1OCc1ccc(Cl)cc1 | 0.2 | 0.3 | 19 | -8
Cc1cc(NC(=O)CSc2nnc(N)s2)no1 | 2.0 | -0.1 | 2 | 1
CCOC(=O)C(C)n1nc(CC)n2c(cc3sc(C)cc32)c1=O (centres undefined) | 0.9 | 0.1 | 8 | 9
NC(=O)C1CC(=O)N(c2ccc(OCc3ccccc3)cc2)C1 (centres undefined) | -0.4 | 0.1 | -11 | -3
O=c1oc2ccccc2cc1-c1nnc(Nc2ccc(F)cc2F)s1 | -0.8 | 0.1 | 2 | 4
COc1ccc(/C=C2/N=C(c3cccc(Cl)c3Cl)OC2=O)cc1OC | 1.4 | 0.2 | 15 | 2
CCOC(=O)c1c(NC(=O)Cn2cnc([N+](=O)[O-])n2)sc(C)c1C | 1.7 | -0.2 | 1 | -5
Cc1ncoc1C(=O)Nc1ccc(C(F)(F)F)cc1 | 0.7 | 0.1 | -4 | -27
O=C1NN(c2ccc(Cl)cc2)C(=O)/C1=C/c1cccc(I)c1 | 0.5 | -0.1 | 12 | -1
O=C(NC(=S)Nc1cccnc1)c1ccccc1Cl | 0.4 | -0.1 | 16 | -38
Cc1cccc(NC(=O)Nc2ccc(Br)cc2)n1 | -1.0 | 0.3 | -1 | -30
O=C1OC(c2ccc3c(c2)OCO3)N(C(=O)c2cc3ccccc3o2)c2ccccc21 (centres undefined) | -7.2 | 0.2 | 9 | -33
Nc1c(C(=O)Nc2ccc(Cl)cc2)sc2nc3c(cc12)C(=O)CCC3 | 0.9 | 0.1 | -10 | -20
CCCCN(C)C(=O)CSc1ccc2nnc(C)n2n1 | 1.2 | -0.1 | 2 | 7
Cc1oc(C2CC2)cc1C(=O)N1CCC(c2c(S(C)(=O)=O)cnc3ncnn23)CC1 | -0.5 | 0.2 | -13 | -2
COC(=O)C1=CN(Cc2ccc(F)cc2)C=C(C(=O)OC)C1c1cc(OC)c(OC)c(OC)c1 | 0.1 | 0.2 | -3 | 0
Cn1c(/C=C/c2ccc(Cl)cc2)c([N+](=O)[O-])c(=O)n(C)c1=O | -1.4 | -0.2 | -8 | -1
CC1CCCN(S(=O)(=O)c2ccc(C(=O)Nc3nc4c(s3)COc3ccccc3-4)cc2)C1 (centres undefined) | 0.4 | 0.1 | 0 | 3
CCN(CC)C(=O)Cn1cnc2sc(C(=O)Nc3cnc4ccccc4c3)c(C)c2c1=O | -1.1 | 0.8 | 10 | -61
CC1CCN(S(=O)(=O)c2ccc(NC(=O)C(C)(C)C)cc2)CC1 | 1.8 | 0.1 | -8 | 2
Nc1cc(=O)[nH]c(SCC(=O)NC2CCCc3ccccc32)n1 (centres undefined) | -0.5 | 0.1 | 2 | 3
CC(=O)N[C@H]1[C@H](Oc2cc(C)ccc2C(C)C)O[C@H](CO)[C@@H](O)[C@@H]1O | 1.1 | 0.0 | 4 | 2

Additional results follow:
structure	GPR151 ag	FBW7 act	MITF inh	TEAD-YAP block
CN(C(=O)CN1CCc2nc(N3CCCC3)[nH]c(=O)c2C1)C1CCCCC1	1.2	-0.1	5	1
N/C(=N\c1nc2ccccc2o1)NC(=O)c1cccc(Br)c1	-0.8	0.1	8	-4
CSc1ccc(S(=O)(=O)NC2CCCCCC2)cc1	0.4	0.1	-18	12
COc1ccc(CNC(=O)C(OC(=O)c2ccco2)c2ccccn2)cc1 (centres undefined)	0.2	-0.1	5	-2
COC(=O)c1cn(C)c2ccc(S(=O)(=O)N(C)C3CCCCC3)cc2c1=O	-1.1	0.0	15	2
COCc1cc(C)nc2sc(C(=O)Nc3ccc(C#N)cc3)c(N)c12	0.5	-0.2	7	-4
O=C(Nc1sc2c(c1C(=O)Nc1cccc(Cl)c1)CCCC2)c1cccs1	0.9	0.0	-4	1
COC(=O)CCN1CCN(c2ccc(OC)cc2)CC1	-0.9	-0.2	32	-8
CCN(Cc1nc(-c2cccc(C)c2)no1)C(=O)Nc1ccccc1C	0.5	-0.1	-1	0
N#CC1=C(N)Oc2n[nH]c(-c3ccc4ccccc4c3)c2C1c1cccc([N+](=O)[O-])c1 (centres undefined)	-0.6	-0.6	9	7
O=C(OC1CCOC1=O)c1ccc(NS(=O)(=O)c2cccc([N+](=O)[O-])c2)cc1 (centres undefined)	3.5	-0.1	6	-26
O=C1NC(=O)C(CCc2ccccc2)(C2CCN(Cc3cc(F)cc(F)c3)CC2)N1 (centres undefined)	1.7	0.1	-15	0
Cc1ccc2nc(SCC(=O)Nc3nc(C)c(C)s3)c(C#N)cc2c1	0.0	-0.2	-2	-29
CCc1ccc(-c2nn(-c3ccccc3)cc2CO)cc1	1.4	0.1	0	-42
NCCCC[C@@H]1NC(=O)[C@@H]2C[C@H](NC(=O)c3cccc4ccccc34)CN2C1=O	-1.1	-0.1	-3	-6
O=C(COc1ccc(Br)cc1Cl)NCc1cccnc1	2.6	0.0	4	-23
CCc1ccccc1N(C)S(=O)(=O)c1ccc2[nH]cc(C(=O)N3CCc4ccccc43)c(=O)c2c1	0.1	0.0	3	12
COCCN(Cc1ccsc1)C(=O)NCCCc1ccccc1	-1.1	0.0	11	-1
CC1(C(=O)OCC(=O)Nc2ccc([N+](=O)[O-])cc2C#N)CC1(Cl)Cl (centres undefined)	4.1	-0.2	4	-13
COc1ccc(Cl)cc1N(CC(=O)NCc1ccccn1)S(=O)(=O)c1ccc(C)c([N+](=O)[O-])c1	0.5	0.2	12	7
CC(C)N(CCNc1nc(Nc2ccc3ncccc3c2)nc2nc[nH]c12)C(C)C	-0.3	-0.2	2	5
Cc1ccc(Cl)cc1S(=O)(=O)NCC1CCN(C)CC1	0.5	0.1	9	2
O=C(c1cccc(NS(=O)(=O)Cc2ccccc2)c1)N1CCOCC1	0.8	0.2	3	6
CC12C=CC(=O)C=C1CC[C@@H]1[C@@H]2[C@@H](O)CC2(C)[C@H]1CC[C@]2(O)C(=O)COC(=O)CCC(=O)O (some centres undefined)	0.0	0.0	7	-12
CCOC(=O)C(=CNc1cccc(C)c1C)C(=O)OCC	-0.4	0.1	-16	14
O=C(CSc1ccccc1)Nc1nc2c(s1)CCC2	0.7	-0.2	6	-45
CCOc1ccccc1OCCOCCN1CC(C)CC(C)C1 (centres undefined)	-0.7	0.1	3	2
c1ccc(Cc2cn[nH]c2C2CCN(Cc3ccoc3)CC2)cc1	-0.6	-0.1	-12	2
COc1ccc(C)cc1S(=O)(=O)N1CCN(C23CC4CC(CC(C4)C2)C3)CC1	-1.0	0.7	11	6
COc1ccc(-c2ccc3c(c2)COC2(CCN(C(=O)c4ccco4)CC2)O3)cc1OC	-0.7	-0.4	7	-4
COc1ccc(N2C(=O)/C(=C/c3ccccc3OC)N=C2c2ccc(OC)c(OC)c2)cc1Cl	0.3	0.2	4	6
Cc1ccccc1NC(=O)Nc1c(C)n(-c2ccccc2)c(=O)n1C	0.5	-0.1	-2	-12
O=C(O)/C=C/c1cccc(-c2cnc3ccc(NC4CCOCC4)nn23)c1	0.6	-0.3	13	4
NC(=O)c1c(NC(=O)Cn2nc(C(F)(F)F)c3c2CCC3)sc2c1CCCC2	1.6	0.4	0	-2
COc1ccc(S(=O)(=O)n2nc(C)cc2C)cc1OC	0.6	0.0	-11	2
O=C1CCC(C(=O)OCC(=O)Nc2ccc(Oc3ccccc3)cc2)=NN1	-0.2	0.0	8	-3
O=C(Cn1cnc2sc3c(c2c1=O)CCCC3)NCCC(=O)Nc1ccc2c(c1)OCO2	-1.0	-0.2	1	21
COc1cc(/C=N/Nc2nc3ccccc3[nH]2)cc(OC)c1OC	-0.6	0.5	13	20
CCOc1ccc(/C(O)=C2/C(=O)C(=O)N(CCN3CCOCC3)C2c2ccc(Br)cc2)cc1C (centres undefined)	-0.8	0.1	11	5
Cc1nnc(SCC(=O)N/N=C/c2ccccc2O)n1-c1ccccc1	-0.8	0.0	-13	5
COc1ccc(Cn2c(=S)[nH]c3cc(C(=O)Nc4ccc(C)c(Cl)c4)ccc3c2=O)cc1	0.0	0.0	-18	-5
Cc1cccc(-n2ncc3c(Nc4ccc(I)cc4)ncnc32)c1	0.0	0.1	24	-3
CCC(C)NC(=O)Cn1c2ccccc2c2nc(=O)cc(C)n21 (centres undefined)	-0.7	0.6	-2	5
O=C(c1ccccc1)N(CCO)Cc1cc2cc3c(cc2[nH]c1=O)OCO3	-0.8	0.0	22	3
COc1ccc(NC(=S)NC(=O)c2ccc3c(c2)OCO3)c([N+](=O)[O-])c1	7.0*	-0.1	4	2
COc1ccc(C(=O)Nc2ccc(C(C)=O)cc2)cc1OC	-0.6	0.0	8	-25
Fc1ccc(Cn2c3ccccc3c3nc4ccccc4nc32)cc1	-2.0	0.1	-6	-10
COc1ccc(OC)c(C2=NNC(=NCc3ccc4c(c3)OCO4)SC2)c1	5.6*	-0.1	-4	-5
COc1ccccc1C(=O)Nc1ccnn1C1CCN(Cc2ccc3c(c2)OCCO3)CC1	-0.3	-0.1	5	0
CN(C)c1cccc(Nc2nc(NCc3cccc(C(F)(F)F)c3)c3ncn(C4CCCCC4)c3n2)c1	0.0	0.9	16	-2
Cc1sc2ncnc(NCCCO)c2c1C	-1.6	0.1	-15	-6
O=C(CC1C(=O)NCCN1Cc1ccc(Cl)c(F)c1)NCc1ccc(Cl)s1 (centres undefined)	0.9	-0.2	-7	-4
Cc1ccc2c(c1)-c1ccccc1C2=O	0.6	0.0	12	-6
CN(c1ccccc1)S(=O)(=O)c1ccc(C(=O)Nc2sc3c(c2C(N)=O)CCCCC3)cc1	0.9	0.2	10	6
Cn1c(=O)[nH]c(=O)c2c1nc(Br)n2CCCCSC(=N)N	-0.8	0.0	6	-5
CCOC(=O)C1(CCCc2ccccc2)CCN(S(C)(=O)=O)CC1	0.5	0.0	9	6
CCOC(=O)c1sc(N2N=C(C)/C(=C\c3cccs3)C2=O)nc1C	-0.3	0.0	19	13

Compound activity deposited in PubChem by The Scripps Research Institute Molecular Screening Center.
